TDP1 cell noCPT: qHTS for Inhibitors of human tyrosyl-DNA phosphodiesterase 1 (TDP1): qHTS in cells in absence of CPT; DT40 Tdp1-/- hTDP1 cells, no CPT, ATP luminescence, 48 h; Potency, µM (series often up to 46.2 µM), inactives show at the highest dose activity change, negative = growth inhibition, actives largely listed as inhibitors; actives 15% (n = 420,000); note: nearly all actives have a fitted effect of over 55% in size
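Luminescent ATP content (CellTiter-Glo) served as the growth readout. Knockout chicken DT40 cells expressing human TDP1 were exposed to compounds without camptothecin for a minimum 48 hr at 37 °C.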
DT40 TDP1 CPT: growth inhibition of DT40 Tdp1-/-;hTDP1 cells with camptothecin (screen for TDP1 inhibitors); chicken DT40 Tdp1-/-;hTDP1 cells + 20 nM CPT, ATP luminescence, 48 h; Potency, µM (doses to about 46.2 µM), for inactives: at the top dose activity change, negative = growth inhibition, hits mostly inhibitors; actives 12% (n = 420,000); note: nearly all actives have a fitted effect of over 55% in size
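Cell growth measured by CellTiter-Glo luminescence after a minimum 48 h, 37 C compound exposure with 20 nM CPT in Tdp1-knockout DT40 cells stably expressing hTDP1, seeded 400/well; qHTS titration format.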
KAT2A inh: inhibitors of human GCN5L2 histone acetyltransferase; Q92830; GCN5L2 HAT assay, ThioGlo1 CoA-SH fluorescence; Potency, µM (titrated, usually from 58.9 µM), inactives show top-dose activity change, negative = inhibition, usual class: inhibitors; actives 0.21% (n = 390,000); AID 504327
Target sequence (Q92830 whole entry, looked up): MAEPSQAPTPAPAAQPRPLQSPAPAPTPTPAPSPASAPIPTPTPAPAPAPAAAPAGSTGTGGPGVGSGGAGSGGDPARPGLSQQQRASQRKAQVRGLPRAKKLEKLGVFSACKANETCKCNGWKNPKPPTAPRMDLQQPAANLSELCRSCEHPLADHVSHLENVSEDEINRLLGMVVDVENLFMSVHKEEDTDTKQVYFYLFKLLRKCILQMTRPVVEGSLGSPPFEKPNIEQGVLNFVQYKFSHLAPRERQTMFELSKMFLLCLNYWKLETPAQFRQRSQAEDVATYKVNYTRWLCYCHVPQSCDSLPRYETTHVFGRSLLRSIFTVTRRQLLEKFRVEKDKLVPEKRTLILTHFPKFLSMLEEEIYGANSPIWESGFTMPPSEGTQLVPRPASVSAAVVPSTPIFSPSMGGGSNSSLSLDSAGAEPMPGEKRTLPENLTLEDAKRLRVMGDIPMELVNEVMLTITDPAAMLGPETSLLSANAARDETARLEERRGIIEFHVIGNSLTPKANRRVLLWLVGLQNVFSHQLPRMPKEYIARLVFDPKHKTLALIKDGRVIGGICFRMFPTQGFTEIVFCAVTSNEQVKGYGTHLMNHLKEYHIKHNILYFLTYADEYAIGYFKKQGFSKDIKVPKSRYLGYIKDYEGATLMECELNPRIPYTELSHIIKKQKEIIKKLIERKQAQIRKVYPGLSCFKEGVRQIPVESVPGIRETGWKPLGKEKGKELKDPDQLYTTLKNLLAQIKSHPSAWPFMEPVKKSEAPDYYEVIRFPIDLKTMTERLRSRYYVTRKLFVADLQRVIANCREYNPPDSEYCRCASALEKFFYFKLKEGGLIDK
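Enzyme at 20nM final was mixed with library compounds for 15 min at room temperature. Peptide H3(1-25) at 75uM, acetyl-CoA at 70uM and ThioGlo1 at 50uM were then added. Plates were read immediately and after 20 min (Ex340nm/Em540nm).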
* = called active by the depositor; ? = inconclusive; · = no result given; & = joins results of further samples; [ ] = dose if it differs, or a comment. Calls come from the whole dose curve; as a rule, active = well fitted curve in the direction sought with a large enough effect; inconclusive = small, poorly fitted or top-dose-only effect, or another doubt; inactive = no such curve, though single readings can be large; an effect the other way counts as inactive or inconclusive. % is set by controls: 0 for no effect and ±100 for the full control effect; potency is the fitted concentration of half-maximal effect. Some of the compounds tested; count on the stated rates, not on these rows.

Screens in order: TDP1 cell noCPT, DT40 TDP1 CPT, KAT2A inh
- CCOC(=O)C1=C(COC(=O)c2ccc(OC(C)C)cc2)NC(=O)NC1C (centres undefined)
→ -10.6%, -19.1%, -8.9%
- Cc1ccc(C(O)c2ncc(-c3cccc4ccccc34)[nH]2)cc1F (centres undefined)
→ ?, ?, ·
- CCCOc1ccc(Cn2c(=O)sc3ccccc32)cc1
→ ?, -23.7%, -4.5%
- O=C(NC1CCN(C(=O)NCc2ccccc2)CC1)c1ccc(F)cc1
→ -11.6%, -1.6%, -1.2%
- CCOC(=O)Cn1nc(C)n(-c2cccc(Cl)c2)c1=O
→ -1.5%, 11.2%, -6.9%
- CCc1nc(NCCC(C)C)c2nnn(Cc3ccccc3)c2n1
→ ?, ?, -4.6%
- CN1C(C(=O)Nc2ccc(F)cc2F)=CC(c2ccco2)=NS1(=O)=O
→ -27.7%&-23.2%, ?, -12.4%&-8.6%
- CCn1c(SCC(=O)NCC(=O)Nc2ccc(F)cc2)nnc1-c1ccncc1
→ 2.4%, 1.5%, -7.2%
- Cc1ccc(S(=O)(=O)N(CC2CO2)c2ccccc2[N+](=O)[O-])cc1 (centres undefined)
→ ?, 11.6µM*, -3.5%
- COc1ccccc1-n1c(N)c(C(N)=O)sc1=S
→ -22.2%, -0.7%, ?
- CNC(=O)C1CCC(Cn2c(=O)c3sccc3n(CC(=O)Nc3cc(F)ccc3F)c2=O)CC1 (centres undefined)
→ ?, ?, 6.0%
- Cc1nn(-c2ccccc2)c2sc(C(=O)NNC(=O)COc3ccccc3)cc12
→ -13.5%, -16.6%, -1.7%
- Nc1ncnc2c1ncn2[C@@H]1O[C@H](CNC(=O)[C@@H](N)COCc2ccccc2)[C@@H](O)[C@H]1O
→ -15.9%, -23.0%, -0.8%
- Cc1c(C)c(C)c(S(=O)(=O)NCCc2ccncc2)c(C)c1C
→ ?, 2.3%, 1.7%
- COc1ccc(/C=C(\NC(=O)c2ccc([N+](=O)[O-])cc2)C(=O)NCCCn2ccnc2)cc1
→ -5.7%, -3.2%, -5.2%
- CCn1c(COc2ccc(C)cc2)nnc1SCC(=O)NCc1ccco1
→ -13.7%, 19.0%, 1.3%
- O=C(CNS(=O)(=O)c1ccc2ccccc2c1)Nc1ccc(F)c(F)c1F
→ -28.9%, 4.0%, -4.2%
- COc1ccc(C2Oc3ccccc3N2C(C)=O)cc1 (centres undefined)
→ 1.3%, -5.2%, -11.2%
- N=c1c(S(=O)(=O)c2ccc(Br)cc2)cc2c(=O)n3ccccc3nc2n1Cc1ccco1
→ 6.51µM*, 9.2µM*, -3.5%
- COc1cccc(CC(=O)N2CCC(n3nccc3NC(=O)C3CC3)CC2)c1
→ -0.3%, 6.5%, -0.3%
- Cn1cc(CN2CCC(C(O)c3cccs3)CC2)c(-c2cccc(Cl)c2)n1 (centres undefined)
→ -19.4%, 5.0%, -0.3%
- CCc1ccc(OC(=O)Cc2ccc(OC)c(S(=O)(=O)N3CCOCC3)c2)cc1
→ 2.9%, 4.0%, 1.7%
- Nc1cc(C(=O)OCC(=O)NNC(=O)c2ccccc2)ccc1Cl
→ -0.9%, 10.7%, -4.0%
- CCCCNC(=O)c1cc2c(=O)n3cccc(C)c3nc2n(Cc2ccncc2)c1=N
→ ?, ?, 3.5%
- CCN1C(=O)C(c2ccc(O)cc2)(c2ccc(O)cc2)c2ccccc21
→ -1.5%, 1.8%, -10.3%
- CSc1ccc(CN2CCC(n3nccc3NC(=O)CCCc3ccccc3)CC2)cc1
→ ?, 23.1µM*, -25.5%
- O=C(Cc1cc(=O)[nH][nH]1)N/N=C/c1c(F)cccc1Cl
→ 33.6%[activator], ?, -2.4%
- Cc1cc(N=Cc2cc(Cl)ccc2O)no1
→ -5.4%, -2.3%, 0.3%
- CCOc1cc(CNC2CCCC2)cc(Cl)c1OCc1ccc(F)cc1
→ 23.1µM*, 14.6µM*, ?
- COc1ccc([C@@H]2[C@@H]3C(=O)N(C(C)(C)C)C(=O)[C@@H]3[C@]3(Cc4ccccc4)C(=O)N(c4cccc(C)c4)C(=O)N23)cc1
→ -2.4%, -12.4%, -9.0%
- COc1ccccc1CNC(=O)c1c(N)n(CCCN2CCOCC2)c2nc3ccccc3nc12
→ ?, ?, -18.5%
- O=C1Nc2ccccc2N=C(c2ccccc2)c2ccccc21
→ -18.9%, -3.3%, -3.8%
- COc1ncc2nc(-c3cn(C)c4ccccc34)c(=O)n(Cc3ccc(F)cc3)c2n1
→ 2.1%, 10.5%, -25.1%
- S=c1[nH]nc(Nc2cccc3ccccc23)s1
→ -7.8%, 12.3%, ?
- CCOC(=O)C1CCN(C(=O)C2(NC(=O)Nc3ccc(F)cc3F)CCCCC2)CC1
→ -9.1%, 5.4%, -1.6%
- CC(=O)c1cccc(NC(=O)C2CCN(c3ncnc4c3nc3n4CCCCC3)CC2)c1
→ ?, ?, ?
- CCOC(=O)C1(CC)NC(c2ccc(OC)c(OC)c2)C2C(=O)N(c3cccc(C(C)=O)c3)C(=O)C21 (centres undefined)
→ 1.6%, 10.5%, ?
- O=C(CN1CCN(S(=O)(=O)c2ccccc2)CC1)NC(=O)NC1CCCCC1
→ -26.5%, -25.0%, 1.3%
- Cc1ccc(NC(=O)c2c(C)nc(Nc3nc4ccccc4o3)nc2C)cc1
→ -15.8%, -24.6%, 6.2%
- COc1ccccc1NC(=O)N(CCCN1CCOCC1)Cc1cc2cc3c(cc2[nH]c1=O)OCO3
→ ?, -15.9%, 1.3%
- CC(C)NCC(O)COc1ccc(CC(N)=O)cc1 (centres undefined)
→ -3.1%&-1.3%&4.8%, 9.7%&7.8%&-0.3%, 2.8%&-2.7%
- COc1ccc(CC(=O)OCC(=O)Nc2ccc(Cl)cc2C)cc1
→ -1.2%, -6.6%, -1.0%
- Cc1cc(C)c(S(=O)(=O)Nc2ncn[nH]2)cc1C
→ -24.9%, -1.9%, -5.6%
- Cc1ccnc2nc(C(=O)Nc3ccc(N4CCOCC4)cc3)nn12
→ ?, ?, -0.1%
- CC1=CC(C)(C)N(C(=O)CCl)c2cc(C)ccc21
→ -24.3%, -23.2%, 1.4%
- O=C(COCc1cc(-c2ccc3c(c2)OCO3)on1)N1CCN(c2ccc(F)cc2)CC1
→ ?, -1.3%, -7.1%
- CCN(CC)CCNC(=O)c1ccc2c(c1NCCO)C(=O)c1ccccc1C2=O
→ 14.6µM*, 16.4µM*, -2.4%
- CN1CCN(c2ccc(S(=O)(=O)N3CCCCC3)cc2NC(=O)c2ccc(F)cc2F)CC1
→ ?, ?, 3.9%
- Nn1c(SCc2ccccc2)nnc1C1CCCCC1
→ -9.4%, 13.1%, 2.0%
- CN(CC(=O)Nc1ccccc1Br)C(=O)c1ccc(COc2ccccc2)cc1
→ ?, ?, -9.7%
- CCO/C=N/Nc1nc(C(F)(F)F)nc2c1cnn2Cc1ccccc1
→ -7.4%, ?, -20.8%
- CCn1c(SCc2nc3ccccc3c(=O)[nH]2)nnc1-c1cccnc1
→ -11.0%, -22.7%, -4.6%
- CC(=O)Nc1ccc2nc(NC(=O)CCc3ccccc3)sc2c1
→ ?, ?, -3.7%
- C/C(CC(=O)Nc1cccc(Br)c1)=N\NC(=O)c1ccc(O)cc1O
→ 3.7%, 15.6%, -0.1%
- C=CCn1c(SCC(=O)N2CCCC2)nc2cc(C(=O)NCC3CCCO3)ccc2c1=O (centres undefined)
→ -5.8%, -4.7%, -0.6%
- CCc1csc(CCNC(=O)C2CCC(=O)N(Cc3ccccc3F)C2)n1 (centres undefined)
→ 3.4%, -0.9%, -18.6%
- Cn1c(=O)c2c(-c3ccccc3)n(-c3ccccc3S)cc2n(C)c1=O
→ 7.5%, 1.3%, ·
- COc1ccc(NC(=O)NCCN2C(=O)C3C4C=CC(C4)C3C2=O)cc1 (centres undefined)
→ -8.7%, -2.9%, 2.3%
- COC(=O)c1ccc(Cn2nnc3c(=O)[nH]c(C4CCCN(S(=O)(=O)c5ccccc5Cl)C4)nc32)cc1 (centres undefined)
→ ?, ?, ?
- CC(=O)c1c(C)[nH]c(C(=O)Nc2cccc(C(F)(F)F)c2)c1C
→ 20.6µM*, ?, -8.9%

Next compounds follow:
Screens in order: TDP1 cell noCPT, DT40 TDP1 CPT, KAT2A inh
- CC(C)c1ccccc1NC1=CC(=O)CC(C)(C)C1
→ -4.4%, 2.4%, -0.8%
- CCOCC(=O)Nc1nnc(Cc2ccc(OC)c(OC)c2)s1
→ 1.0%, -26.9%, -3.6%
- O=C(c1ccccc1)c1cn[nH]c1-c1ccccc1O
→ -8.8%, -19.6%, -1.3%
- COCCNC(=O)c1ccccc1NC(=O)C1COc2ccccc2O1 (centres undefined)
→ -18.0%, 7.8%, -5.2%
- C=CCN=C1N[C@@H](c2ccccc2)C(C(=O)OC)=C(C)N1CC
→ -28.6%, ?, 0.3%&2.8%
- COc1ccc(SC[C@H](Cc2ccccc2)N2CCN(CCc3ccccc3)CCC2=O)cc1
→ ?, 23.1µM*, 0.2%
- COc1ccccc1N1CCN(Cc2ccsc2)CC1
→ -9.7%, -2.4%, -1.2%
- O=c1c2c3nc4ccccc4nc3n(/N=C/c3ccncc3)c2ncn1-c1ccccc1
→ ?, -25.3%, -4.5%
- CC(C)C1N=C2c3ccccc3N=C(SCc3cc(=O)n4cc(Cl)ccc4n3)N2C1=O (centres undefined)
→ 14.6µM*, ?, -7.2%
- CCc1ccc(C2C(C#N)=C(N)Oc3n[nH]c(CC(=O)OC)c32)cc1 (centres undefined)
→ -4.4%, -24.6%, -1.0%
- O=[N+]([O-])c1ccc2c(c1N1CCCCC1)=NC1(CCCCC1)[N+]=2[O-]
→ 20.6µM*, 20.6µM*, -5.5%
- COc1ccc(S(=O)(=O)Nc2cc3c4c(c2)CCN4C(=O)CC3)cc1C
→ ?, ?, -3.5%
- CCOc1ncccc1C(=O)OCC(=O)Nc1ncc(C(F)(F)F)cc1Cl
→ -20.2%, 18.5%, -8.3%
- CNC(=S)N/N=C/C1=CCC2CC1C2(C)C (centres undefined)
→ ?, 7.31µM*, -1.0%
- CC1Cc2ccccc2N1C(=O)CCn1c(=O)oc2ccccc21 (centres undefined)
→ ?, ?, -9.8%

By substructure: the entries above with an aryl methoxy group (16)
Screens in order: TDP1 cell noCPT, DT40 TDP1 CPT, KAT2A inh
- COc1ccccc1-n1c(N)c(C(N)=O)sc1=S
→ -22.2%, -0.7%, ?
- COc1ccc(/C=C(\NC(=O)c2ccc([N+](=O)[O-])cc2)C(=O)NCCCn2ccnc2)cc1
→ -5.7%, -3.2%, -5.2%
- COc1ccc(C2Oc3ccccc3N2C(C)=O)cc1 (centres undefined)
→ 1.3%, -5.2%, -11.2%
- COc1cccc(CC(=O)N2CCC(n3nccc3NC(=O)C3CC3)CC2)c1
→ -0.3%, 6.5%, -0.3%
- CCc1ccc(OC(=O)Cc2ccc(OC)c(S(=O)(=O)N3CCOCC3)c2)cc1
→ 2.9%, 4.0%, 1.7%
- COc1ccc([C@@H]2[C@@H]3C(=O)N(C(C)(C)C)C(=O)[C@@H]3[C@]3(Cc4ccccc4)C(=O)N(c4cccc(C)c4)C(=O)N23)cc1
→ -2.4%, -12.4%, -9.0%
- COc1ccccc1CNC(=O)c1c(N)n(CCCN2CCOCC2)c2nc3ccccc3nc12
→ ?, ?, -18.5%
- COc1ncc2nc(-c3cn(C)c4ccccc34)c(=O)n(Cc3ccc(F)cc3)c2n1
→ 2.1%, 10.5%, -25.1%
- CCOC(=O)C1(CC)NC(c2ccc(OC)c(OC)c2)C2C(=O)N(c3cccc(C(C)=O)c3)C(=O)C21 (centres undefined)
→ 1.6%, 10.5%, ?
- COc1ccccc1NC(=O)N(CCCN1CCOCC1)Cc1cc2cc3c(cc2[nH]c1=O)OCO3
→ ?, -15.9%, 1.3%
- COc1ccc(CC(=O)OCC(=O)Nc2ccc(Cl)cc2C)cc1
→ -1.2%, -6.6%, -1.0%
- COc1ccc(NC(=O)NCCN2C(=O)C3C4C=CC(C4)C3C2=O)cc1 (centres undefined)
→ -8.7%, -2.9%, 2.3%
- CCOCC(=O)Nc1nnc(Cc2ccc(OC)c(OC)c2)s1
→ 1.0%, -26.9%, -3.6%
- COc1ccc(SC[C@H](Cc2ccccc2)N2CCN(CCc3ccccc3)CCC2=O)cc1
→ ?, 23.1µM*, 0.2%
- COc1ccccc1N1CCN(Cc2ccsc2)CC1
→ -9.7%, -2.4%, -1.2%
- COc1ccc(S(=O)(=O)Nc2cc3c4c(c2)CCN4C(=O)CC3)cc1C
→ ?, ?, -3.5%
